RAD54 branch: RAD54 (human) branch migration inhibition; Q92698; RAD54 Holliday junction branch migration, FAM/BHQ fluorescence; AID 602329; inhibition, % at 10.4 µM; 360,000 compounds, 0.14% hits;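 active means mean normalized replicate activity at least 40 and at least half of replicates scoring 40 or more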;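 further: 0% = median of neutral control wells and 100% = median of positive control wells; inhibitors cause a drop in the FAM fluorescence signal; in these data hits start at about 50%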
Target sequence (Q92698 whole entry, looked up): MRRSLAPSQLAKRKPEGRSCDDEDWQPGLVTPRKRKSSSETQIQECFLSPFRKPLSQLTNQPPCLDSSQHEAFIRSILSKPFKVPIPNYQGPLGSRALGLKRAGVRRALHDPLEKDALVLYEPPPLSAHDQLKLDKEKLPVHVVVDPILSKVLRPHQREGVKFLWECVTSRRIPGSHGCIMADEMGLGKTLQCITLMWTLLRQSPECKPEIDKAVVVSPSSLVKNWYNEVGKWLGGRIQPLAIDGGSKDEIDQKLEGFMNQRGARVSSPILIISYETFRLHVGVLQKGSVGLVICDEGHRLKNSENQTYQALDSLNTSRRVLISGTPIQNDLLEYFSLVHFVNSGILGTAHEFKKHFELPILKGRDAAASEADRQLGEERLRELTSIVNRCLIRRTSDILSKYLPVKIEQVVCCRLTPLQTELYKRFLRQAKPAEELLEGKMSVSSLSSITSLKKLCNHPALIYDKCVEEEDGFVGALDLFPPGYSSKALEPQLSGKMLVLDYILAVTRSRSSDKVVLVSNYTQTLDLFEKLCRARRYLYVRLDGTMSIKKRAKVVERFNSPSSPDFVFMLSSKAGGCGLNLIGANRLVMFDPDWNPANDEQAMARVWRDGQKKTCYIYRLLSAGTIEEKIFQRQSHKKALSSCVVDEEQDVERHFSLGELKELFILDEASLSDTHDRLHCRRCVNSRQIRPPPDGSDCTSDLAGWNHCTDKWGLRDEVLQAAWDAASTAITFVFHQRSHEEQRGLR
The depositor's hits bear a star.

SMILES	RAD54 branch
O=C(CN1C2CCCC1CC(NC(=O)c1ccco1)C2)Nc1ccccc1C(F)(F)F (configuration not stated)	-9
COc1ccc(-c2oc3ncn(CCN4CCOCC4)c(=N)c3c2-c2ccc(OC)cc2)cc1	32
CCOc1ccc(S(=O)(=O)Nc2ccc(S(=O)(=O)N3CCOCC3)cc2)cc1	-2
O=C(COc1ccccc1)Nc1ccccc1N1CCN(c2ccccc2)CC1	-7
Cc1nn(C)c(C)c1CN(C)C(=O)c1cc2nc(-c3ccco3)cc(C(F)(F)F)n2n1	-9
Cc1cc(Cl)c(S(=O)(=O)Nc2ccc3c(c2)OCCO3)cc1OCC(N)=O	6
CSc1nnc2c(n1)c(C)nn2-c1ccc(C)cc1	-1
COC(=O)c1cc(NC(=O)CN2C(=O)CSC2=O)ccc1Cl	-13
COc1ccccc1N1CCN(C(=O)CSc2ccc3c(C)cc(C)nc3n2)CC1	-5
COc1ccc(CCNC2CCN(C)CC2)cc1OC	-8
CCC1=NC(c2ccccc2)N(O)C1(C)C (configuration not stated)	-2
COc1ccc(Cl)cc1NC(=O)c1c(-c2ccccc2)noc1C	10
CCOC(=O)NC(NC(=S)Nc1ccccc1[N+](=O)[O-])C(Cl)(Cl)Cl (configuration not stated)	-2
CCc1ccccc1NC1=NCC(=O)N1C1CCCCC1	-6
COc1cc(NC(=O)C(C)Oc2ccccc2)c(C(=O)O)cc1OC (configuration not stated)	0
Cc1cc(=O)oc2ccc(OCC(=O)NCc3ccco3)cc12	-7
O=S(=O)(NCc1ccccn1)c1cccc2nsnc12	-12
O=C(Cn1cnc2ccccc2c1=O)NCC(=O)N1CCN(Cc2ccc3c(c2)OCO3)CC1	2
CCOC(=O)c1ccc(Oc2cc(C)nc(SC)n2)cc1	-5
C=CCN1CCN(C(c2ccc(Cl)cc2)c2nnnn2CCc2ccc(OC)c(OC)c2)CC1 (configuration not stated)	-8
CS(=O)(=O)NCC(c1cccnc1)N1CCN(c2ccc(F)cc2)CC1 (configuration not stated)	8
CCC(=O)Nc1c(C)ccc2nsnc12	5
O=C(CSc1nc2sc3c(c2c(=O)n1-c1ccccc1)CCCC3)N/N=C/c1ccccc1C(=O)O	-10
N#CC1=C(N)Oc2n[nH]c(-c3ccccc3)c2C1c1cccc(OC(=O)N2CCOCC2)c1 (configuration not stated)	3
COc1ccc(N2C(=O)C(Cl)=C(N3CCCC(C)C3)C2=O)cc1 (configuration not stated)	-5
CCOC(=O)c1c(C)[nH]c(C(=O)CSc2ccc(Cl)cc2)c1C	0
O=C(CCn1nnc2ccccc21)Nc1nnc(COc2ccc(F)cc2)s1	6
COc1ccc(N(C(=O)c2ccco2)C(C(=O)NC2CCCC2)c2ccc(N(C)C)cc2)cc1 (configuration not stated)	9
CC(=O)CC(c1ccccc1)S(=O)(=O)c1ccc(C)cc1 (configuration not stated)	2
CC1Cc2ccccc2N1S(=O)(=O)c1cccc(C(=O)NC2CC2)c1 (configuration not stated)	6
CN(C)CCCNC(=O)c1ccccn1	-7
CN(C)C(=O)c1cc(S(=O)(=O)N(C)C)c(Cl)cc1N1CCCC1	-17
O=C1CC(c2ccccc2)n2nc(NC(=O)C3CCCO3)nc2N1 (configuration not stated)	-14
CC12CC3(C)CC(C)(C1)CC(C(=O)NC1=NCCS1)(C2)C3	6
CCOC(=O)c1cnc(SCc2nc(N)nc(Nc3ccc(OC)cc3)n2)nc1N	-3
O=C(O)CCn1nc(-c2ccc(F)cc2)cc(Cc2ccccc2)c1=O	-4
CCOC(=O)C1CCN(C(=O)COC(=O)COc2ccccc2OC)CC1	-7
CCOc1ncccc1C(=O)Oc1ccc2c(c1)OCO2	19
CC(=O)N1CC=C2C(C#N)=C(N)C(C#N)(C#N)C(CCc3ccccc3)C2C1 (configuration not stated)	-27
O=C(CN1CCOCC1)c1c[nH]c2ccccc12	-5
CCOC(=O)CSc1nnc(CNC(=O)c2ccc(OC)c(OC)c2)n1C	-8
Cc1ccc(C)c(OCC(=O)Nc2cccc(C(=O)O)c2)c1C	6
Cc1cc(=O)oc2cc(OCC(=O)NCCc3nc4ccccc4[nH]3)ccc12	2
COC(=O)c1cn(Nc2ncc(C(F)(F)F)cc2Cl)c(=O)c2ccccc12	3
O=C1N(Nc2ccccc2)C(c2ccc(Br)cc2)C12CCCC2 (configuration not stated)	12

Reprinted at random: 3 compounds from above
SMILES	RAD54 branch
O=C(CN1CCOCC1)c1c[nH]c2ccccc12	-5
CCOC(=O)C1CCN(C(=O)COC(=O)COc2ccccc2OC)CC1	-7
O=C(O)CCn1nc(-c2ccc(F)cc2)cc(Cc2ccccc2)c1=O	-4

New compounds follow
SMILES	RAD54 branch
COC(=O)c1[nH]c2cc(OC)ccc2c1NC(=O)CCN1CCN(c2ccccc2)CC1	4
CN(C)C(=O)CNC(=O)C1CCCCC1	0
CSCCC(NC(=O)C1CCC(C)CC1)C(=O)NCc1ccco1 (configuration not stated)	4
COc1ccc(-n2nnnc2SCC(=O)Nc2ccccc2)cc1	2
Cc1cc(N2CCN(C(=O)c3ccco3)CC2)n2nc(C)c(-c3ccccc3)c2n1	-1
O=C(NCc1cccs1)c1nc2c(nnn2Cc2ccccc2Cl)c(=O)[nH]1	7
C#CCN(N(C)c1ncc(C(F)(F)F)cc1Cl)S(=O)(=O)c1ccc2ccccc2c1	3
Cc1ccccc1Cn1c(=N)n(CC(O)c2ccco2)c2ccccc21 (configuration not stated)	-7
CC(C)(C)C1(c2ccccc2)NC(=O)N(CC(=O)N2CCOCC2)C1=O (configuration not stated)	5
Cc1ccc2nc(C(=O)O)c(C(=O)O)nc2c1	-11
COc1cc2nc(-c3ccccc3)nc(N3CCCC3)c2cc1OC	24
CCCn1c(O)c2ccc(C(=O)N=NC(=O)c3cccnc3)cc2c1O	11
CC(C(=O)Nc1cccc([N+](=O)[O-])c1)n1nnc2ccccc21 (configuration not stated)	10
COc1ccc(/C=C/C(=O)c2oc3ccc(F)cc3c2C)cc1	-18
CC(C)(C)c1cccc(OCCCSc2ncccn2)c1	-8
Cc1cc(C)nc(/N=C(\N)C2=C(O)CC(C)(C)CC2=O)n1	4
c1ccc(-n2c(SCC3CCCCO3)nnc2-c2cnccn2)cc1 (configuration not stated)	-7
O=C(O)c1ccc2c(c1)C(=O)N(C(Cc1ccc(O)cc1)C(=O)O)C2=O (configuration not stated)	-3
CCOc1ccccc1NC(=O)CN(C)S(=O)(=O)c1ccc(OC)c(C)c1	-9
CCN1CCN(c2ccc(S(=O)(=O)N3CCCCC3)cc2NC(=O)Cc2ccc(Cl)c(Cl)c2)CC1	-9
CCCCCCOc1ccc(N2C(=O)CC(NCCc3ccc(S(N)(=O)=O)cc3)C2=O)cc1 (configuration not stated)	-5
Fc1ccc(-n2c(-c3ccco3)nc3nc4ccccc4nc32)cc1	-10
Cc1ccc(-n2nnc3c(SCC(=O)NCc4ccco4)ncnc32)cc1	0
COC(=O)Nc1nnc(Cc2ccccc2)s1	-4
Cc1cc(C)c(C#N)c(SCc2ccc3c(c2)OCO3)n1	-18
O=S(=O)(Nc1ncnc2sc3c(c12)CCC3)c1ccc(Cl)s1	-19
COc1ccccc1NC(=O)C(C)NS(=O)(=O)c1ccc(Cl)cc1 (configuration not stated)	7
CSCCC(C(=O)OCC(=O)c1ccc(C)c(C)c1)N1C(=O)c2cc(Cl)c(Cl)cc2C1=O (configuration not stated)	7
CCOc1ccc2nc(N3CCC(C(=O)N4CCN(c5ccccn5)CC4)CC3)sc2c1	-8
CCOC(=O)c1c(-c2ccco2)csc1N	-10
COC(=O)c1ccc(C(C(=O)NC2CCCCC2)N(C(=O)Cc2cccs2)C2CC2)cc1 (configuration not stated)	5
CCCSc1nc(C)c(C(C)=O)cc1C#N	-1
CCN(CC)S(=O)(=O)c1ccc2oc(C(=O)NCCCN3CCOCC3)c(C)c2c1	-19
CCCCNC(=O)CC1N=C2c3ccccc3N=C(SCC(=O)Nc3cccc(C)c3)N2C1=O (configuration not stated)	-12
O=C(Nc1ccc(F)cc1)C(=O)c1c(O)[nH]c2ccc([N+](=O)[O-])cc12	-17
Cc1nn(C)cc1CNC(=O)c1cnn2c1NC(c1ccc(Br)cc1)CC2C(F)(F)F (configuration not stated)	1
N#CC(C(=O)Nc1ccc(Cl)c(Cl)c1)=C1Nc2ccccc2N1	-4
c1ccc2c(N3CCOCC3)nc(-c3ccncc3)nc2c1	0
CCOC(=O)N1CCN(S(=O)(=O)c2cc(OCC)ccc2OCC)CC1	0
Fc1ccccc1C(c1nnnn1Cc1ccc2c(c1)OCO2)N1CCN(Cc2ccccc2)CC1 (configuration not stated)	-12
Cn1c(=O)c2c(nc(CN3CCN(CCO)CC3)n2Cc2cccc3ccccc23)n(C)c1=O	-31
CC(C)C1Oc2ccccc2N(CC(=O)N(Cc2ccccn2)CC2CCCO2)C1=O (configuration not stated)	0
CCN1CCN(Cc2ccc(NC(=O)Nc3cccs3)cc2)CC1	18
O=C(c1ccc(F)cc1)C1CCN(C(=O)Nc2ccc(F)cc2)CC1	4
S=c1nc(-c2ccc(Br)cc2)oc2c1CCCC2	-14
C=CCC(C#Cc1ccccc1)[N+](C)(C)CC=C (configuration not stated)	-1
Cc1ccc(C)c(C(=O)CSc2n[nH]c(C)n2)c1	0
CC(C)OCCCNS(=O)(=O)c1ccc2ccccc2c1	-1
Cc1ccc(C)c(N2CCN(C(=O)c3ccc(CS(=O)(=O)c4ccccc4C)o3)CC2)c1	-14
O=C(CN(C(=O)Cn1nnc(-c2cccs2)n1)c1ccc2c(c1)OCCO2)NC1CCCCC1	-4
Cc1csc(SCC(=O)c2cc(C)n(Cc3cccs3)c2C)n1	3
Cn1c(C(=O)NC2CCCCC2)cc2sccc21	-7
CN(C)S(=O)(=O)Oc1ccc(Cl)cc1C(=O)Nc1cccc(C(F)(F)F)c1	20
Cc1cccc(NC(=O)c2ccc3ccccc3n2)n1	-3
Cc1ccc(SCC2=NNC(=O)C2)cc1	-3
O=C(NOC(=O)c1ccccc1Cl)c1cccs1	1
CCNc1nc(NCC)nc(OCCOC(=O)c2ccccc2)n1	4
CCCCn1nnc(NC(=O)c2ccco2)n1	4
Fc1ccc(OCc2nn3cnnc3s2)cc1	-3
O=C(CC12CC3CC(CC(C3)C1)C2)N1CCOCC1	-4
The list goes on:
SMILES	RAD54 branch
Cc1ccc(NS(=O)(=O)c2ccc(N3C(=O)CCC3=O)cc2)cc1	-8
O=C(NCc1ccco1)c1ccc(OCC2CCCO2)cc1 (configuration not stated)	-6
O=C(Nc1ccc2oc(-c3cccnc3)nc2c1)c1cccnc1	0
Cc1cccc(NC(=O)CSc2nnc(CSc3nc(C)cc(C)n3)n2Cc2ccco2)c1	-29
CC(=O)Cc1nsc(NC(=O)c2cn(-c3ccccc3)nc2-c2ccc(Br)cc2)n1	-4
Cc1ccc(-c2csc(=S)n2CC(=O)OCC(=O)NCc2ccco2)cc1	-14
CCOc1ccc(C2=Nc3ccccc3C(c3ccc(N4CCOCC4)cc3)=NN2)cc1	-3
Cc1cccc(Nc2ccccc2)c1	-2
c1csc(C(c2nnnn2C2CCCC2)N2CCOCC2)c1 (configuration not stated)	2
COc1ccc(CCNc2ncnc3[nH]ncc23)cc1OC	-7
COc1ccc(-n2c(SCC#N)nnc2-c2cccnc2)cc1	-12
CCOC(=O)C(CCC#N)(CCC#N)C(=O)OCC	-8
COc1cc(C(=O)n2nc(C)cc2C)cc(OC)c1OC	-7
Cc1cc(C(F)F)n2ncc(C(=O)NCc3ccccc3)c2n1	3
Cn1c(SCC(=O)NC2CC2)nnc1-c1ccco1	0
Cc1noc(C)c1S(=O)(=O)N1CCCC(C(=O)NCCc2ccccc2)C1 (configuration not stated)	3
O=C(NCC(=O)N(CCN1CCOCC1)C(C(=O)NC1CCCC1)c1cccs1)c1ccco1 (configuration not stated)	8
O=C(NCc1cccs1)c1ccc(N2CCCCC2)nc1	-3
O=C(CSc1ccc(Cl)cc1)Nn1cnnc1	15
C=CCN(C(C)=O)C1CC(=O)N(c2ccc(OCCC)cc2)C1=O (configuration not stated)	0
O=C(NC1CCCC1)c1cnc2n(c1=O)CCS2	-3
Cc1cccc(C)c1NC(=O)N1CCC(c2nc3ccccc3o2)CC1	0
Cc1ccc(S(=O)(=O)N2CCN(C)CC2)c(C)c1	-6
Cc1ccc(NC(=O)C[n+]2ccccc2)cc1[N+](=O)[O-]	-1
Cc1ccc(NC(=O)C(C)c2ccc(-c3ccccc3)c(F)c2)cc1 (configuration not stated)	1
O=S(=O)(c1ccc(Oc2ccc3oc4ccccc4c3c2)nc1)N1CCCC1	-5
Cc1cc2nc(N)sc2cc1C	-8
Cc1ccc(Nc2ccc(C(=O)N3CCCC3)cn2)c(C)c1	1
CN1CCN(C2=C(Cl)C(=O)N(c3ccc(Cl)cc3)C2=O)CC1	-10
Cc1nc2ccc3nc(NC(=O)c4ccco4)sc3c2s1	16
CCn1nc(C)c(CN2CCCCC2C(=O)Nc2ccc(Oc3cccnc3)cc2)c1C (configuration not stated)	2
Cc1cc2c(c(=O)o1)C(C(C)C)C(C#N)=C(N)O2 (configuration not stated)	-16
Cc1nc(SCC(=O)N2CCc3ccccc3C2)c2c(C)c(C)sc2n1	-15
Cc1nnc(NC(=O)CCC(=O)NCc2ccco2)s1	0

Filtered by structure: the entries above containing a thiophene ring, fused or not
SMILES	RAD54 branch
O=C(CSc1nc2sc3c(c2c(=O)n1-c1ccccc1)CCCC3)N/N=C/c1ccccc1C(=O)O	-10
O=C(NCc1cccs1)c1nc2c(nnn2Cc2ccccc2Cl)c(=O)[nH]1	7
O=S(=O)(Nc1ncnc2sc3c(c12)CCC3)c1ccc(Cl)s1	-19
CCOC(=O)c1c(-c2ccco2)csc1N	-10
COC(=O)c1ccc(C(C(=O)NC2CCCCC2)N(C(=O)Cc2cccs2)C2CC2)cc1 (configuration not stated)	5
CCN1CCN(Cc2ccc(NC(=O)Nc3cccs3)cc2)CC1	18
O=C(CN(C(=O)Cn1nnc(-c2cccs2)n1)c1ccc2c(c1)OCCO2)NC1CCCCC1	-4
Cc1csc(SCC(=O)c2cc(C)n(Cc3cccs3)c2C)n1	3
Cn1c(C(=O)NC2CCCCC2)cc2sccc21	-7
O=C(NOC(=O)c1ccccc1Cl)c1cccs1	1
c1csc(C(c2nnnn2C2CCCC2)N2CCOCC2)c1 (configuration not stated)	2
O=C(NCC(=O)N(CCN1CCOCC1)C(C(=O)NC1CCCC1)c1cccs1)c1ccco1 (configuration not stated)	8
O=C(NCc1cccs1)c1ccc(N2CCCCC2)nc1	-3
Cc1nc(SCC(=O)N2CCc3ccccc3C2)c2c(C)c(C)sc2n1	-15

This is a subset; count on the stated rates, not on these rows.
